RAD54 inh – RAD54 (human) branch migration inhibition; Q92698; RAD54 Holliday junction branch migration, FAM/BHQ fluorescence; 0.14% of 360,000 active; inhibition, % at 10.4 µM; AID 602329;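 active means mean normalized replicate activity at least 40 and at least half of replicates scoring 40 or more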;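 further: 0% = median of neutral control wells and 100% = median of positive control wells; inhibitors cause a drop in the FAM fluorescence signal; in these data hits start at about 50%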
Target sequence (Q92698 whole entry, looked up): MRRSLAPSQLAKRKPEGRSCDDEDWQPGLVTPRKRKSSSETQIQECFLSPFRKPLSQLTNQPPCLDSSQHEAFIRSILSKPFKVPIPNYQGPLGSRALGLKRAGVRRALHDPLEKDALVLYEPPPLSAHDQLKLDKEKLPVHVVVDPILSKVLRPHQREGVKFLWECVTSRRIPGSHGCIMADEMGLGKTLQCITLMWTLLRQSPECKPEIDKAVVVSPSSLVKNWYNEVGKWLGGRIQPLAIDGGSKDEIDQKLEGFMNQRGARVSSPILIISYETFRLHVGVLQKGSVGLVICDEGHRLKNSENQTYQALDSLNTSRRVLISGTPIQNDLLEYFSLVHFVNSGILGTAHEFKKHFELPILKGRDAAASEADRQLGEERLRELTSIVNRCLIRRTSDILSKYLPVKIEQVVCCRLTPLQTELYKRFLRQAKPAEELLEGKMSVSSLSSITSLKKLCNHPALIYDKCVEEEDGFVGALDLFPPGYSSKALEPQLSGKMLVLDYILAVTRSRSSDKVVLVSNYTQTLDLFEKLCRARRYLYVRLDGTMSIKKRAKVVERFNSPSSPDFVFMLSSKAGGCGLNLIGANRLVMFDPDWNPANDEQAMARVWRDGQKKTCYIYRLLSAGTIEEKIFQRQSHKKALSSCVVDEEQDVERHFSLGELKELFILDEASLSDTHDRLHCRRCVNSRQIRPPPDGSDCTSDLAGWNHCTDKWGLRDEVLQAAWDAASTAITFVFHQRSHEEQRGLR
esBAF inh – SWI/SNF esBAF complex inhibition. mouse ES cells, Bmi1-luciferase knock-in reporter, 24 h; 100% = twice the neutral-well signal. reporter increase, % at 12.5 µM. 2% of 350,000 active. AID 602393; in the data active means activation above about 40%;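 further: 0% = median of the plate's neutral control wells and 100% = double that signal; a rise in the Bmi1 reporter signal indicates esBAF inhibition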
CASP6 VEID inh – caspase-6 (human) enzyme inhibition | P55212 | purified caspase-6, Z-VEID-R110 cleavage fluorescence | inhibition, % at 12.5 µM | 0.53% of 350,000 active | AID 686996;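 active means mean inhibition across replicates at least about 35%, with every replicate also reaching that limit, limit read from the data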;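 further: 0% = median of neutral control wells and 100% = no fluorescence left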
Target sequence (P55212 24-179 limits assumed): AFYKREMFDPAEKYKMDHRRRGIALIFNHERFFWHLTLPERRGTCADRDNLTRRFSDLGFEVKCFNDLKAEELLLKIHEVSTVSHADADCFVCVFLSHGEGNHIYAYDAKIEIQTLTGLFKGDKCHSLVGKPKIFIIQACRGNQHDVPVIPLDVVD
Target sequence (P55212 194-293 limits assumed): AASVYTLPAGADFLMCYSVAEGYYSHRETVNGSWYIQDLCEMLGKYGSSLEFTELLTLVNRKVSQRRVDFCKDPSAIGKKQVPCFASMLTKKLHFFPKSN
E-sel inducer – induces E-selectin expression in human endothelial cells; HUVEC E-selectin immunofluorescence imaging; normalized: neutral wells 0, TNF-alpha wells 100; activation, % at 7.58 µM; 0.37% of 260,000 active; AID 686992;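 active means mean E-selectin-positive cell signal at least 10% of the positive control, reached in at least 60% of replicates, without over 20% cell loss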;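 further: in these data hits start at about 27%; measured in HUVEC primary endothelial cells; signal is the percent of cells scored E-selectin positive by PE staining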
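System: HUVEC, human umbilical vein endothelial cells; quantity: 3,000 cells/well; buffer or medium: EGM-2 medium, gelatin-coated wells; dosing: single-point compound dose; detection: immunofluorescence imaging; evaluation: % PE-positive cells; benchmarks: TNF-alpha, DMSO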
RAD52 inh – inhibitors of human RAD52 DNA annealing. 0.46% of 360,000 active. inhibition, % at 18.7 µM. recombinant RAD52 DNA annealing, FRET fluorescence. P43351. AID 651710;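 active means every replicate showing at least 50% inhibition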
PglD inh – PglD (C. jejuni) enzyme inhibition | 0.098% of 360,000 active | AID 602405 | inhibition, % at 12.5 µM | purified PglD enzyme, DTNB colorimetric CoA detection; in the data active means inhibition above about 16%, passing the limit was not always enough; further: strong numbers were not always called active
ARNT TACC3 PPI – disrupts binding between human ARNT and TACC3 | Q9Y6A5 | 0.66% of 390,000 active | inhibition, % at 9.99 µM | AID 623870 | AlphaScreen His-ARNT PAS-B/GST-TACC3 binding, luminescence; TACC3 fragment carries E629A point mutation;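 active means mean inhibition of replicates at least 50% and at least half of replicates each reaching 50%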;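 further: 0% = complete ARNT plus TACC3 wells and 100% = ARNT alone without TACC3; many hits fall short of the cut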
ERp5 inh – blocks human ERp5 reductase activity on insulin; Q15084; ERp5 insulin aggregation, absorbance 650 nm, 90 min; inhibition, % at 9.99 µM; 0.05% of 350,000 active;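 active means mean replicate inhibition above about 25%, with every replicate also reaching it, limit read from the data, passing the limit was not always enough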
* hit, by the source's call; x = not tested or not shown. Compounds as they come (roughly 3.2% active in at least one column).

Compound | esBAF inh | RAD52 inh | ARNT TACC3 PPI | E-sel inducer | PglD inh | ERp5 inh | RAD54 inh | CASP6 VEID inh
C[C@]12C(=O)N(c3ccc(Cl)cc3)C(=O)N1[C@H]1c3ccccc3OC[C@@H]1[C@H]2c1ccccc1 | -5 | x | -4 | x | -3 | x | -2 | x
O=C(c1cc2ccccc2o1)N1CCN(c2ncccn2)CC1 | x | -11 | -4 | -0.4 | -1 | -3 | -8 | 0
CO[C@H](CN(C)C(=O)c1cnccn1)[C@@H](C)CN([C@H](C)CO)S(=O)(=O)c1ccccc1 | 2 | -3 | -9 | 4.6 | -1 | 6 | 7 | 1
Cc1noc(C)c1NC(=O)Nc1ccc2c(c1)C(=O)N([C@@H](C)CO)C[C@H](C)[C@H](CN(C)C(=O)Nc1ccc(C(F)(F)F)cc1)O2 | 6 | 0 | 4 | 0.0 | -1 | 1 | -6 | -1
C[C@H]1CCCCO[C@H](CN(C)Cc2ccc(Cl)c(Cl)c2)[C@@H](C)CN([C@@H](C)CO)C(=O)c2cc(NS(=O)(=O)c3ccccc3)ccc2O1 | x | -16 | x | 0.0 | x | 5 | x | -1
CC(NC(=O)c1cc2cc(Cl)ccc2oc1=N)c1ccccc1 (centres undefined) | -3 | -12 | 9 | x | 3 | -7 | 4 | 0
CCn1c(C)c(C)c2cc(C(=O)NCCc3ccco3)ccc21 | 14 | -36 | 2 | -0.1 | -5 | 2 | -3 | 2
CN(C)CCn1c2c(c(SCC(=O)Nc3ccc4c(c3)OCCO4)nc1=O)CCCC2 | 1 | -7 | -2 | 0.0 | 6 | 1 | 6 | -6
Cc1ccc(CC(=O)N2CCN(S(=O)(=O)c3ccccc3)CC2)cc1C | x | -12 | x | 1.1 | x | -2 | x | -53
CCOC(=O)CN(C(=O)c1snc(C(N)=O)c1N)C(C(=O)NCCC(C)C)c1ccc(F)cc1 (centres undefined) | -1 | -4 | 3 | x | 0 | 8 | 0 | 1
O=C1c2ccccc2S(=O)(=O)c2cc(C(=O)N3CCN(c4ccccc4)CC3)ccc21 | 1 | -6 | x | -0.2 | -8 | 0 | 0 | 1
CC1=C(C(=O)OCc2ccccc2)C(c2ccc(Br)cc2)NC(=O)N1CCCCCC(=O)O (centres undefined) | 90* | -14 | x | 0.0 | -2 | 5 | -27 | 2
Cc1ccc(Cc2nnc(SCC(=O)Nc3ccccc3)n(N)c2=O)cc1 | -2 | -5 | 0 | x | 2 | 0 | 3 | 2
OCCN(Cc1ccccc1)Cc1ccccc1O | x | -8 | 2 | x | x | 0 | x | 1
CCOC(=O)C1=CCN(S(C)(=O)=O)C1c1ccc(Cl)cc1 (centres undefined) | x | -6 | x | -0.4 | x | -1 | x | -1
Cc1noc(C)c1S(=O)(=O)N(CC(=O)N1CCCCCC1)c1ccc(C(C)C)cc1 | -86 | 5 | 5 | x | -5 | 0 | 1 | -1
c1ccc(C(c2nnnn2C2CCCCC2)N2CCc3ccccc3C2)nc1 (centres undefined) | -5 | x | 17 | x | -5 | x | -7 | x
CC1(C(=O)OCC(=O)NCc2ccc(Cl)cc2)CC1(Cl)Cl (centres undefined) | -3 | -3 | -3 | -1.0 | 0 | 6 | -1 | 3
Cc1ccc(-c2cc(C(=O)N3CCN(c4ccc(O)cc4)CC3)c3ccccc3n2)cc1 | 25 | -12 | x | x | -2 | 4 | 9 | 3
CN(C)CCCNS(=O)(=O)c1cc(Cl)c(Cl)cc1Cl | -4 | -1 | 1 | 5.2 | x | 7 | x | -9
CCOc1ccc(CCNC(=O)Cn2c(=O)oc3ccccc32)cc1OCC | x | 0 | 3 | x | x | -2 | x | 3
COc1cccc(NC(=O)CN(C)CC(=O)NCc2ccc3c(c2)OCO3)c1 | -2 | -33 | x | x | 0 | 7 | -2 | 1
OC(Cc1cccnc1)(c1ccccc1)c1ccccc1 | x | -8 | -2 | 2.9 | x | -6 | x | 0
COc1ccccc1OC[C@H](O)CO | 7 | 1 | -5 | -0.4 | -2 | -6 | 9 | -1
Cc1ccc(S(=O)(=O)N2C[C@H]3n4c(=O)ccc(=O)n4C[C@H](OC(=O)Nc4c(C)noc4C)[C@@]3(O)C2)cc1 | -5 | -2 | x | 0.5 | -4 | 6 | 3 | 3
Cc1ccc(CN(Cc2ccco2)C(=S)NCC(=O)O)cc1 | x | x | -2 | 0.0 | 6 | x | -12 | x
COc1cccc(NC2CC(=O)N(CCc3ccccc3)C2=O)c1 (centres undefined) | -5 | x | -3 | x | -15 | x | -1 | x
COc1ccccc1CNC(=O)CSc1cc(=O)n(C)c2ccccc12 | x | -8 | 3 | x | x | 0 | x | 0
Nc1ccc2c(S(=O)(=O)O)cccc2c1S(=O)(=O)O | x | -96 | -1 | 0.1 | 7 | -3 | 7 | 8
O=C(c1sccc1-n1cccc1)N1CCCC1 | -14 | x | -4 | x | -1 | x | 10 | x
COc1cccc(CNC(=O)[C@@H]2[C@@H](CO)[C@@H]3Cn4c(ccc(-c5cncnc5)c4=O)[C@H]2N3C(C)=O)c1 | 3 | -18 | -3 | 1.2 | -2 | -5 | 2 | 3
O=C(C(F)C(F)(F)F)N1CCN(c2ccccc2)CC1 (centres undefined) | -1 | 3 | -8 | x | 0 | 1 | -6 | 0

An excerpt from above in order of the esBAF inh value, descending.
SMILES	esBAF inh	RAD52 inh	ARNT TACC3 PPI	PglD inh	ERp5 inh	CASP6 VEID inh
CO[C@H](CN(C)C(=O)c1cnccn1)[C@@H](C)CN([C@H](C)CO)S(=O)(=O)c1ccccc1	2	-3	-9	-1	6	1
CCOC(=O)CN(C(=O)c1snc(C(N)=O)c1N)C(C(=O)NCCC(C)C)c1ccc(F)cc1 (centres undefined)	-1	-4	3	0	8	1
c1ccc(C(c2nnnn2C2CCCCC2)N2CCc3ccccc3C2)nc1 (centres undefined)	-5	x	17	-5	x	x

(further entries)
Compound | esBAF inh | RAD52 inh | ARNT TACC3 PPI | E-sel inducer | PglD inh | ERp5 inh | RAD54 inh | CASP6 VEID inh
CC1(C(=O)NCc2ccccc2)CSCC(=O)N1CCCN1CCOCC1 (centres undefined) | x | 5 | x | -1.3 | x | 1 | x | -3
CC1=CC(C)C(CN(CCC[N+](C)(C)C)C(=O)Nc2ccccc2)C(C)C1 (centres undefined) | x | -3 | -2 | 0.1 | x | -5 | x | 5
C[C@@H]1CCCCO[C@H](CN(C)C(=O)Nc2ccc(C(F)(F)F)cc2)[C@H](C)CN([C@@H](C)CO)C(=O)c2cc(NC(=O)c3ccncc3)ccc2O1 | 1 | -9 | 1 | 0.2 | 2 | -3 | 5 | 1
O=C(CCSCc1ccc(Cl)cc1)NC1CCCC1 | x | 20 | -8 | x | x | 1 | x | -1
CCOc1ccc(C(=O)N[C@H](C(=O)Nc2cccc(S(=O)(=O)N3CCCCC3)c2)C(C)C)cc1 | 1 | -8 | -6 | 2.3 | 1 | 8 | -1 | 0
COC(=O)c1ccccc1S(=O)(=O)N1CCC(C(=O)OCC(=O)NCC(F)(F)F)CC1 | 2 | -5 | 1 | 2.3 | -4 | 7 | -6 | 1
C[C@@H]1CN([C@@H](C)CO)C(=O)c2cc(NC(=O)c3ccncc3)ccc2O[C@@H]1CN(C)S(=O)(=O)c1ccccc1 | 2 | 5 | -6 | -15 | 2 | 0 | 2 | 9
Fc1ccccc1-c1nc2nc3ccccc3nc2n1CC1CCCO1 (centres undefined) | x | -45 | -35 | 0.1 | 2 | -2 | -9 | 0
Cc1noc(C)c1S(=O)(=O)Nc1cccc2c1O[C@@H](CN(C)Cc1ccncc1)[C@@H](C)CN([C@H](C)CO)C2=O | 0 | -20 | -1 | -4.0 | -3 | 6 | -6 | 0
C/C(=N\NC(=O)c1ccc(O)cc1)c1ccc2c(c1)OCCO2 | 27 | -6 | -4 | 0.0 | 0 | -1 | -2 | 8
CSc1ccccc1C(=O)NCCSc1ccccc1 | 24 | x | 4 | x | 3 | x | 3 | x
CCCNC(=O)C[C@H]1C[C@@H]2c3cc(NC(=O)CC4CC4)ccc3O[C@@H]2[C@@H](CO)O1 | 2 | -5 | -11 | 0.2 | -3 | 62* | -12 | 3
Cc1cc(C)c(S(=O)(=O)c2ccc(F)cc2C)c(=O)[nH]1 | -1 | -4 | -11 | 1.2 | 3 | 7 | -1 | -1
COC(=O)c1ccc2nc(-c3cccc(Br)c3)c(Cc3cccc(F)c3)n2c1 | x | -24 | x | 0.2 | x | 0 | x | -5
CCCc1nnc(SCc2ccc(OCC)cc2)n1N | 2 | x | -2 | x | 6 | x | 5 | x
COc1ccc2c(c1)OC[C@H]1[C@H]2N2C(=O)CN(Cc3ccc(C)cc3)C(=O)[C@@]2(C)[C@H]1c1ccccc1 | -7 | -13 | 4 | -0.2 | -6 | -1 | 11 | -1

Overlap with the part before: 5 compounds, followed by the next part.
Compound | esBAF inh | RAD52 inh | ARNT TACC3 PPI | E-sel inducer | PglD inh | ERp5 inh | RAD54 inh | CASP6 VEID inh
CCCNC(=O)C[C@H]1C[C@@H]2c3cc(NC(=O)CC4CC4)ccc3O[C@@H]2[C@@H](CO)O1 | 2 | -5 | -11 | 0.2 | -3 | 62* | -12 | 3
Cc1cc(C)c(S(=O)(=O)c2ccc(F)cc2C)c(=O)[nH]1 | -1 | -4 | -11 | 1.2 | 3 | 7 | -1 | -1
COC(=O)c1ccc2nc(-c3cccc(Br)c3)c(Cc3cccc(F)c3)n2c1 | x | -24 | x | 0.2 | x | 0 | x | -5
CCCc1nnc(SCc2ccc(OCC)cc2)n1N | 2 | x | -2 | x | 6 | x | 5 | x
COc1ccc2c(c1)OC[C@H]1[C@H]2N2C(=O)CN(Cc3ccc(C)cc3)C(=O)[C@@]2(C)[C@H]1c1ccccc1 | -7 | -13 | 4 | -0.2 | -6 | -1 | 11 | -1
COc1ccc(NC(=O)N2C[C@H](O)COC[C@H]3O[C@@H](CC(=O)N4CCOCC4)CC[C@@H]32)cc1 | 5 | 2 | 4 | -0.1 | 5 | 9 | -1 | 1
COc1ccc(N2C(=O)CCC(C(=O)NCc3cccnc3)C2c2ccc(OC)c(OC)c2)cc1 (centres undefined) | x | x | -1 | -0.7 | 5 | x | -9 | x
O=C(OCC(=O)N1CCOCC1)c1ccc(Cl)cc1[N+](=O)[O-] | 3 | -14 | -3 | -0.2 | -3 | 4 | -3 | 4
Cc1nnc(SCCOc2ccccc2)s1 | x | -8 | -4 | -0.3 | x | -4 | x | -2
Cc1cc(C)n(CCOc2ccc(Br)cc2)n1 | -5 | -3 | -20 | -0.1 | 1 | -2 | -6 | -3
O=C(c1cccnc1)N1CC(=O)N2[C@H](C1)[C@H](c1ccc(/C=C/c3ccccc3)cc1)[C@@H]2CO | x | -8 | x | 1.4 | x | 0 | x | 1
CCOC(=O)c1sc(/N=C/c2c(O)ccc3ccccc23)cc1C | x | 0 | -25 | -2.2 | x | 6 | x | 0
CC(C)NC(=O)Nc1ccc2c(c1)C(=O)N([C@H](C)CO)C[C@@H](C)[C@@H](CN(C)Cc1ccncc1)OCCCC[C@H](C)O2 | x | 3 | 0 | -0.1 | -2 | 4 | -9 | -1
COc1ccccc1C#Cc1ccc2c(c1)[C@@H]1[C@@H](CCN1S(=O)(=O)c1ccc(F)cc1)[C@@H](CO)N2 | x | -3 | x | 0.6 | x | 0 | x | 1
CCCNC(=O)c1cc(C2CCCCN2S(=O)(=O)c2ccccc2)on1 (centres undefined) | 1 | 2 | x | 0.0 | x | 4 | 10 | 0
COc1cc(/C=C/C(=O)O)cc(S(=O)(=O)Nc2ccc(S(=O)(=O)N3CCCCC3)cc2)c1OC | -1 | -14 | -4 | 4.3 | 1 | 0 | -2 | 28
COC(=O)C[C@@H]1C=C[C@H](NC(=O)Nc2ccc(C(F)(F)F)cc2)[C@@H](CO)O1 | -11 | -4 | -2 | -0.1 | 1 | 5 | 10 | -1

Screening data as filed in PubChem.
